FBW7 activator: FBW7 E3 ligase activators, primary screen, biochemical, AlphaScreen, human; AlphaScreen FBW7–phospho-cyclin E peptide binding, activator screen; actives 0.13% (n = 650,000); F-box/WD repeat-containing protein 7 (Homo sapiens), Q969H0; normalized activity (activation), % at 26.1 µM; in the data active = normalized activity above about 1.9%;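 note: purified mutant Fbw7 with reduced substrate affinity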
GPR151 ag: activators of human GPR151, primary screen, cell-based, PathHunter beta-arrestin, luminescence; G-protein coupled receptor 151 (Homo sapiens), Q8TDV0; PathHunter beta-arrestin GPR151 cells; activation, % at 11.2 µM; actives 1% (n = 650,000); AID 1508602, 2020; in the data active = activation above about 4.9%;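 note: 0% = median of compound wells and 100% = cells with positive control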
Target sequence (Q8TDV0 whole entry, looked up): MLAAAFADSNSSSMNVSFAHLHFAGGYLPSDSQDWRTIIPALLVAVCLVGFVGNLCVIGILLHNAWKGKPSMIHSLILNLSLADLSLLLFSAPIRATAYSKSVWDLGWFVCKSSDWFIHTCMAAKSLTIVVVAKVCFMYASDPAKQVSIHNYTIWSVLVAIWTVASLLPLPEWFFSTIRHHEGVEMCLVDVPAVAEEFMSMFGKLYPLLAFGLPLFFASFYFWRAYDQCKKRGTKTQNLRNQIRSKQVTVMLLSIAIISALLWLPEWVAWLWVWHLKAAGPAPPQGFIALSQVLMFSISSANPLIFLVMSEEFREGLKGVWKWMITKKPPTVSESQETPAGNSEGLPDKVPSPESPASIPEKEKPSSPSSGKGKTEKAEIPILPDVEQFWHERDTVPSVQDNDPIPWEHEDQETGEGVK
MITF primary: MITF inhibitors, primary screen, biochemical, AlphaScreen, human. Microphthalmia-associated transcription factor (Homo sapiens), O75030. AlphaScreen MITF homodimerization, bead proximity signal. inhibition, % at 2.6 µM. actives 0.91% (n = 650,000). AID 1259374, 2018; in the data active = inhibition above about 50%;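 note: 0% = vehicle wells with protein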
Target sequence (O75030 whole entry, looked up): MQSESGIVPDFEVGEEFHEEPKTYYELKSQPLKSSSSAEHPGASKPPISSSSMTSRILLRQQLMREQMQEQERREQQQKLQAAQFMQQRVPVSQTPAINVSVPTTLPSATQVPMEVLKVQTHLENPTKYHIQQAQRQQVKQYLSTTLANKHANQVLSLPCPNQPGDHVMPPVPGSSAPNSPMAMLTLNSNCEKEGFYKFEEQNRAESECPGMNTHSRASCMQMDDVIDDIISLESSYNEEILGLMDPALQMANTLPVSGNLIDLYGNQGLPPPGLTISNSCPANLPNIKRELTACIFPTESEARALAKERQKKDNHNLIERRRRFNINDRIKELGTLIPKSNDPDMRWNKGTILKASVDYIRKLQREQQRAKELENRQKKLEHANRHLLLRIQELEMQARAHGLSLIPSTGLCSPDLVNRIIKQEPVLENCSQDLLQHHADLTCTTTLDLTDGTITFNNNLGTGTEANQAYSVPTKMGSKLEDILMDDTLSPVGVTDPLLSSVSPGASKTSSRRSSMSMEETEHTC
TEAD-YAP block: TEAD-YAP interaction inhibition, primary screen, TEAD-YAP interaction inhibitor project, luminescence, HEK-TIYL cells; inhibition, % at 9.12 µM; actives 1.4% (n = 640,000); TEAD-Gal4/YAP UAS-luciferase luminescence; AID 1259422, 2018; in the data active = inhibition above about 32%;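 note: 0% = median of test compound wells and 100% = reference inhibitor wells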
Active calls of the source: *; i = inactive.

Under each structure: FBW7 activator, GPR151 ag, MITF primary, TEAD-YAP block
CCOc1ccc(N2CC(C(=O)OCC(=O)Nc3ccccc3F)CC2=O)cc1 (stereo not drawn)
  -0.2, 0.5, 9.0, -2.7
CC(=O)c1cc(C(=O)NCC2CCC3(CCN(Cc4ccccc4)CC3)O2)cs1 (stereo not drawn)
  -0.1, 4.4, -6.4, -2.7
CCn1c(SCC(=O)N2CCCc3ccccc32)nnc1-c1ccoc1C
  0.0, 1.5, 5.0, 11.3
COc1cccc(N(CC(=O)N2CCN(C)CC2)S(=O)(=O)c2ccccc2)c1
  -0.1, 0.4, 5.3, -2.4
COc1cccc(NC(=O)c2ccc3c4c(onc24)-c2ccccc2C3=O)c1
  -0.1, -2.1, 20.3, -10.7
O=C(O)CCNS(=O)(=O)c1ccccc1
  0.1, -0.5, -2.1, 5.8
COc1ccccc1C1N(c2ccccc2)CCN1c1ccccc1
  -0.1, -1.2, 18.0, -11.0
O=C(O)C(=C/C=C/Br)C(=O)O
  -0.1, -0.4, -2.2, 4.1
COc1ccc(N2C(=O)CSC2c2ccc(F)c(F)c2)cc1 (stereo not drawn)
  -0.2, -2.0, 0.4, -4.4
Cc1nc(NCC(C)C)nc(NCc2ccccc2)c1[N+](=O)[O-]
  -0.2, 0.0, 15.4, -18.0
CCOC(=O)C1(Cc2ccccc2C)CCCN(C(=O)c2ccoc2)C1 (stereo not drawn)
  -0.1, 0.4, -7.5, -25.6
CC(=O)ON1C(=O)C(=O)c2ccccc2C1=O
  0.4, 0.7, 15.6, 3.9
Cc1ccc2c(c1)Oc1ccc(NC(=O)c3c(C)noc3C)cc1C(=O)N2
  -0.1, 0.5, 7.7, 12.8
O=S1(=O)C=CC(Nc2ccccc2)C1 (stereo not drawn)
  0.0, -0.7, 6.8, -0.8
O=C(O)c1ccc(CNC(=O)c2ccc(C(F)(F)F)cc2)cc1
  0.2, -0.4, 15.1, -7.4

Next section.
Under each structure: FBW7 activator, GPR151 ag, MITF primary, TEAD-YAP block
COc1ccc(-c2c(C)oc3cc(OCCN4CC(C)OC(C)C4)ccc3c2=O)cc1OC (stereo not drawn)
  0.7, -1.3, 12.9, 7.7
CCOC(=O)c1c(NC(=O)CSc2nnc(CNC(=O)c3cc(OC)cc(OC)c3)n2CCc2ccccc2)sc2c1CCC2
  0.1, -0.6, -1.0, 8.4
CCOC(=O)C1=C(N)Oc2c(Br)cc(Br)cc2C1C(C#N)C(=O)OCC (stereo not drawn)
  -0.1, 0.5, 1.3, 18.4
c1cc(-n2cnc3c(Nc4ccc(N5CCOCC5)cc4)nc(Nc4ccc(N5CCOCC5)cc4)nc32)cs1
  0.2, -1.9, 14.5, 34.8*
Clc1ccc(-n2cc(-c3ccccc3)c3c(N4CCCCCC4)ncnc32)cc1
  0.1, -1.1, 12.2, 4.0
O=C(C1CC1)N1CCc2cc(Br)cc(S(=O)(=O)NCc3ccco3)c21
  0.0, 0.9, -8.7, -8.9
CC1CCN(C(=O)c2ccc(N3C(=O)C4CCC(C)CC4C3=O)cc2)CC1 (stereo not drawn)
  0.7, 0.1, 12.6, 12.1
Cc1ccccc1-c1nnn(CC(=O)Nc2ccc3c(c2)OCO3)n1
  0.1, -1.7, 9.6, -15.6
COc1ccc(Br)cc1C(=O)Nc1ccc([N+](=O)[O-])cc1O
  -0.2, 2.9, 3.7, 14.0
O=C(Cc1ccccc1)Nc1cccc(-c2nc3ccccc3o2)c1
  -0.3, -0.2, -0.8, -7.1
CCc1ccc(N(CC(=O)Nc2ccccc2C(=O)OC)S(C)(=O)=O)cc1
  -0.1, 2.0, 9.0, -1.3
CCC(C)c1ccc(NS(=O)(=O)c2cccc([N+](=O)[O-])c2)cc1 (stereo not drawn)
  -0.2, -1.3, i, -1.6
COc1ccc(Br)cc1CC(=O)O
  0.0, -1.2, 3.5, -4.4
CCCCCn1c(=N)c(S(=O)(=O)c2ccccc2)cc2c(=O)n3cccc(C)c3nc21
  -0.1, -0.3, 6.2, -2.9
CCC(=O)Nc1ccc(C2=NN(C)C(=NCc3ccccc3)SC2)cc1
  0.1, 0.4, 10.3, 6.5

The results go on:
Under each structure: FBW7 activator, GPR151 ag, MITF primary, TEAD-YAP block
Cc1ccc(CNC(=O)c2ccc(CNS(=O)(=O)c3ccc(F)cc3)cc2)cc1
  0.7, -1.5, 10.7, 10.3
Cc1nnc(N/N=C/c2cccs2)[nH]c1=O
  -0.2, 1.1, 18.3, 6.9
COc1ccccc1CN1CCN(C/C=C/c2ccccc2)CC1
  -0.1, 0.5, 68.8*, -1.9
CN(Cc1ccc(Cl)cc1)C(=O)CCl
  0.0, -2.2, -5.5, 18.2
CCn1nnc(NC(=O)COc2ccc(Br)cc2)n1
  0.2, 0.2, -3.5, 5.9
COc1ccc(C(C)=O)cc1CSc1nc2ccccc2c(=O)n1Cc1cccs1
  0.1, -0.3, 28.7, -0.2
CC1(C)CC(=O)C2=C(C1)N(c1ccc(F)cc1)C(N)=C(C#N)C2c1ccc(Br)s1 (stereo not drawn)
  0.1, 1.5, 12.0, 5.5
CS(=O)(=O)c1cnc2ncnn2c1C1CCCN(C(=O)c2cc(F)cc(F)c2)C1 (stereo not drawn)
  0.1, 0.7, 1.8, 6.2
CCC(=O)Nc1ccc(-c2cn3cccc(C)c3n2)cc1
  0.1, -5.5, 10.7, -33.1
COc1cc(/C=N/Nc2nnc(C)n2N)ccc1OCc1ccc(Cl)cc1
  -0.3, -1.9, -2.9, -58.2
Cc1cccc(NC(=O)C(=O)NC(C)C)c1C
  0.0, -0.1, 0.9, -14.5
CCOCCCNC(=O)c1cc2sc(Cl)cc2n1CC
  0.0, 3.9, -10.7, -9.9
NC(=O)C1CCN(CC(=O)Nc2ccc(C(F)(F)F)cc2)CC1
  -0.2, 1.1, -5.4, -3.9
COc1ccccc1NC(=O)c1ccccc1NC(=O)c1cc(OC)c(OC)c(OC)c1
  0.0, 1.2, 3.5, 54.9*
O=c1c(CN2CCN(c3ccc(F)cc3)CC2)coc2ccccc12
  0.1, 1.2, 17.5, 5.8

New compounds follow:
Under each structure: FBW7 activator, GPR151 ag, MITF primary, TEAD-YAP block
Cc1ccc2onc(CNC(=O)Nc3ccccc3F)c2c1
  0.1, 0.2, 2.8, -11.6
CC(=O)Nc1ccc2nc(NC(=O)c3ccc(Br)cc3)sc2c1
  0.1, -0.2, -5.8, 3.3
NC(=O)CCC(NC(=O)OCc1ccccc1)C(=O)Nc1ccccc1 (stereo not drawn)
  0.1, 1.3, -5.0, 4.5
COc1ccc(N(C(=O)Cn2nnnc2N)C2(C(=O)Nc3ccc(C)cc3)CCCCC2)cc1
  -0.1, 0.1, 1.7, 6.5
Cc1cc(S(=O)(=O)NCc2ccc(N3CCN(C)CC3)cc2)c(C)s1
  0.0, -0.2, 0.9, 1.8
CN(C)CCNS(=O)(=O)c1ccc(N2CCc3ccccc32)c([N+](=O)[O-])c1
  -0.1, 0.1, 6.2, 1.4
COc1ccc(-c2cnc(NCc3ccc(C)cc3)n2C)cc1
  -0.2, 1.4, 32.1, 1.9
CCCOC(=O)c1ccc(OCC(O)CN(CCO)CCO)cc1 (stereo not drawn)
  0.1, 5.1*, -0.5, -6.7
Cc1ccc(-c2csc(NC(=O)C3CCCO3)n2)cc1 (stereo not drawn)
  0.0, 2.2, 4.8, -31.9
CCCCC(=O)N(CC1CCCO1)c1nc2ccc(Cl)cc2s1 (stereo not drawn)
  0.2, 0.1, 8.1, -37.5
O=C(NCCOCCOCCNC(=O)c1cccnc1)c1cccnc1
  -0.1, -0.2, 3.5, -0.5
CC1=CC(=O)N(CCO)C1c1ccc(Cl)cc1 (stereo not drawn)
  0.5, -1.6, 9.0, -3.0
CN1CCc2c1nc1ccccc1c2NC(=O)CCc1ccccc1
  0.0, -1.2, 17.5, 11.3
COCCN1C(=O)C(O)=C(C(C)=O)C1c1ccc(OC)cc1 (stereo not drawn)
  0.0, 0.2, 14.2, 5.2
COc1ccc(C(=O)c2c(N)sc3c2CCCC3)cc1
  0.1, -0.9, -1.7, -1.2

New compounds follow.
Under each structure: FBW7 activator, GPR151 ag, MITF primary, TEAD-YAP block
COC(=O)c1ccccc1NC(=O)COc1ccc(Br)cc1
  0.3, -0.2, 6.2, 5.4
CC(C)CNC(=O)Cc1cc(=O)[nH]c(SCc2ccccc2)n1
  -0.2, 3.5, -2.3, -8.1
CNC(=O)/C(C#N)=C/c1c(Oc2ccc(F)cc2)nc2ccccn2c1=O
  -0.1, -8.4, -19.7, 2.5
CN1CCN(CC(=O)N2N=C(c3ccccc3)CC2c2nc3ccccc3[nH]2)CC1 (stereo not drawn)
  0.8, -1.6, 14.2, -6.7
c1cc(Nc2ncnc3sc4c(c23)CCC4)ccn1
  0.4, 1.1, 12.9, -2.0
CC1=C(C(=O)Nc2ccccc2)C(c2cccs2)C(C#N)=C(SCC#N)N1 (stereo not drawn)
  0.0, -0.4, -8.3, -7.0
CC1CC(C)CN(C(=O)Cn2nc3c4ccccc4nc(C(C)C)n3c2=O)C1 (stereo not drawn)
  0.3, -0.1, 5.9, -0.3
OCCNCCCCOc1ccccc1F
  -0.1, -0.1, -7.2, -1.7
S=C(Nc1ccc(Cl)cc1)N(Cc1ccccc1)Cc1cccs1
  0.2, 1.3, 8.4, 5.1
CC(C)C(NC(=O)c1ccc(Cl)c([N+](=O)[O-])c1)C(=O)NCc1ccccn1 (stereo not drawn)
  0.0, -0.7, 6.4, -10.2
O=S(=O)(c1ccc(F)c(Cl)c1)N1CCN(c2ccc(-c3ccncc3)nn2)CC1
  0.0, 0.8, 11.4, -2.6
Cc1cccc(CSc2nnc3ccccn23)c1
  0.1, -2.6, 9.7, -58.8
NC(=O)C1CCN(C(=O)Cn2nc3c4ccccc4nc(Cc4ccccc4)n3c2=O)CC1
  -0.2, -0.2, -3.6, -0.1
O=C(Nc1cc(C(F)(F)F)cc(C(F)(F)F)c1)c1ccco1
  0.2, 0.4, 12.7, -1.8
Cc1ccc(C(=O)Nc2ccc3nc(SCC(=O)NC(C)c4ccccc4)sc3c2)cc1 (stereo not drawn)
  0.0, 3.4, 8.6, -16.6

Of the compounds above, these contain a nitro group on carbon.
Under each structure: FBW7 activator, GPR151 ag, MITF primary, TEAD-YAP block
Cc1nc(NCC(C)C)nc(NCc2ccccc2)c1[N+](=O)[O-]
  -0.2, 0.0, 15.4, -18.0
COc1ccc(Br)cc1C(=O)Nc1ccc([N+](=O)[O-])cc1O
  -0.2, 2.9, 3.7, 14.0
CCC(C)c1ccc(NS(=O)(=O)c2cccc([N+](=O)[O-])c2)cc1 (stereo not drawn)
  -0.2, -1.3, i, -1.6
CN(C)CCNS(=O)(=O)c1ccc(N2CCc3ccccc32)c([N+](=O)[O-])c1
  -0.1, 0.1, 6.2, 1.4
CC(C)C(NC(=O)c1ccc(Cl)c([N+](=O)[O-])c1)C(=O)NCc1ccccn1 (stereo not drawn)
  0.0, -0.7, 6.4, -10.2

(list continues)
Under each structure: FBW7 activator, GPR151 ag, MITF primary, TEAD-YAP block
CCOC(=O)c1sc(NC(=O)c2ccc(Cl)cc2Cl)c(C(=O)OCC)c1C
  0.1, 0.4, -2.9, 3.2
Cc1sc2nc(C)n(C3CCN(C(=O)c4cnn(C(C)C)c4)CC3)c(=O)c2c1C
  -0.1, 0.7, -10.3, 5.1
O=C(NCc1cccnc1)c1cccc(N2CCC(N3CCOCC3)CC2)n1
  -0.1, -0.3, 4.0, -5.8
COc1cc(-c2nc3ncccn3c2Nc2ccccc2)ccc1O
  0.0, -1.2, 1.2, 4.9
Cc1ccc(S(=O)(=O)NC(C)C(=O)N2CCOCCOCCOCC2)cc1 (stereo not drawn)
  0.0, -0.4, -4.6, 7.1
Cc1ccc(-n2c(SCC(=O)Nc3nccs3)nnc2-c2ccccn2)c(C)c1
  -0.1, 2.5, 3.8, 17.1
COc1ccc(NC(=O)/C(=C/c2cccc([N+](=O)[O-])c2)NC(=O)c2ccc(F)cc2Cl)cc1Cl
  0.0, -0.6, 17.3, -2.8
Cc1cc2c(cc1S(=O)(=O)NC1CCCCC1C)OCC(=O)N2 (stereo not drawn)
  -0.1, 0.7, -3.7, -10.9
Cc1ccc(S(=O)(=O)Nc2ccc3oc4c(c3c2)CCC(C)C4)c(C)c1 (stereo not drawn)
  -0.1, -0.9, -32.8, -14.6
CCN(CC)c1cc(Nc2cccc(OC)c2)c([N+](=O)[O-])c2nonc12
  -0.2, 0.4, 3.9, -3.7
COC(=O)C1=CN(Cc2ccc(OC)cc2)C=C(C(=O)OC)C1c1ccc(OC(F)(F)F)cc1
  1.0, -0.4, -16.7, -0.1
CCOC(=O)C1=C(C)N=c2s/c(=C\c3ccc(Br)o3)c(=O)n2C1c1ccc(OC(C)C)cc1 (stereo not drawn)
  -0.1, 5.0*, 13.8, -7.2
CN(C)c1ccc(NC(=O)CCCOc2ccc(Cl)cc2)cc1
  -0.1, -1.4, -4.6, 2.4
NC(=O)C1CCN(C(=O)c2cnn(-c3ccccc3)c2-n2cccc2)CC1
  -0.1, -0.2, 1.2, 9.8
CC(C)N(Cc1ccccc1)C(=S)NC(=O)C1CC1
  0.1, -1.3, -5.1, -0.6
O=C1NC(=O)C(=Cc2ccc(Sc3ccccc3Cl)o2)C(=O)N1
  -0.1, -0.5, -9.5, -5.5

Assay outcomes (PubChem)
